MC4R antag cAMP – blocks human MC4R cAMP signaling; 360,000 tested, 0.48% active; inhibition, % at 6.5 µM; MC4R-expressing cells, MTII-stimulated cAMP, LANCE TR-FRET;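 active means inhibition above its plate's cutoff, the mean of tested wells on that plate plus 3 SD, cut at about 29% in these data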;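 further: 0% = Melanotan II alone and 100% = Melanotan II plus saturating MCL0020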
Target sequence (P32245 whole entry, looked up): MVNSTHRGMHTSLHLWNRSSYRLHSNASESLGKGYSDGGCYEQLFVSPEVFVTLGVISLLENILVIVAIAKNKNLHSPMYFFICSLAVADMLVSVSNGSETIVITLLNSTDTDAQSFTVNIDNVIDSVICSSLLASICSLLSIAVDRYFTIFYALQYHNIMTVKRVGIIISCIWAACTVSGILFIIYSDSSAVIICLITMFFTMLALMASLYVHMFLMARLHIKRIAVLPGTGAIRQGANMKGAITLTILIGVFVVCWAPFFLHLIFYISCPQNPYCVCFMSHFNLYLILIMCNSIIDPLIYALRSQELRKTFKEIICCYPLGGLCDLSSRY
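Assay system: human MC4R-expressing U2OS cells; reagent: Melanotan II stimulation of cells; dosing: 6.5 µM single dose; timing: compound 30 min, challenge 1 h, detection 1 h; signal: TR-FRET cAMP assay; replicates: one well per compound, no replicates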
aDG glyco up – increases alpha dystroglycan glycosylation. Pro5-aDG cells, alpha-DG glycosylation AlphaScreen (IIH6); 0% Pro5, 100% B10-LARGE cell signal. activation, % at 10 µM. 360,000 tested, 0.22% active. AID 624168;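 active means activation of at least 8% versus controls, or a plate z-score of at least 8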;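 further: Pro5 are CHO cells carrying HIG-tagged alpha-DG that lacks glycosylation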
Vif imaging – blocks HIV Vif function | inhibition, % at 7.49 µM | HEK293T cells, Vif self-association by quenched fluorescence, imaging, 24 h | 340,000 tested, 0.35% active | AID 602346; in the data active means inhibition above about 50%, passing the limit was not always enough; inconclusive means no clear call, values can overlap the other calls; inactive means below about 31%; further: some results filed as inactive read as strong as hits
m5-HT2A agonist – mouse HTR2A agonism via beta-arrestin recruitment; AID 624169; activation, % at 7.6 µM; CHO-K1 mHTR2A beta-arrestin complementation, luminescence; percent of 30 µM serotonin response; P35363; 360,000 tested, 0.66% active;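 active means activation above a run cutoff, the mean activation of all tested compounds plus 3 SD, cut at about 14% in these data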;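 further: 0% = plate median of compound wells and 100% = 30 µM serotonin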
Target sequence (P35363 whole entry, looked up): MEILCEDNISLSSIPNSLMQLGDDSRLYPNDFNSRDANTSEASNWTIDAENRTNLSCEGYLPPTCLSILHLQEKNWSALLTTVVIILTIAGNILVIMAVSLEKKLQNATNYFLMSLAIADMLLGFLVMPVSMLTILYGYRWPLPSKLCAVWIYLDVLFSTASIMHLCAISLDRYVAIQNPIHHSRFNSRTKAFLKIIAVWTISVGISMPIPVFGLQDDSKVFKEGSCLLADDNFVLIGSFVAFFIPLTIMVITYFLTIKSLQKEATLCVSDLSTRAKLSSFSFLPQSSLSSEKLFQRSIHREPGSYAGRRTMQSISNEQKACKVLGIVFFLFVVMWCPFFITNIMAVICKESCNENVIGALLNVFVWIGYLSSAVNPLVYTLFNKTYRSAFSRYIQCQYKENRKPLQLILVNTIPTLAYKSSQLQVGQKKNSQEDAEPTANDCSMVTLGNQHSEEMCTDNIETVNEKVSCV
Glyco luc inh – N-linked glycosylation inhibition; 360,000 tested, 0.23% active; AID 588692; reporter increase, % at 12.5 µM; D54 ERlucT glycosylation luciferase reporter, 24 h; percent of 100 nM tunicamycin response;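 active means mean luciferase reporter signal, scaled so untreated is 0 and the glycosylation-blocking control 100, at or above a set limit in every replicate; inconclusive means mean reaches the limit but not every replicate does; inactive means mean below the limit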;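 further: luciferase carries N-glycosylation sites so blocking glycosylation raises the light; 0% = median of neutral control wells and 100% = median of 100 nM tunicamycin wells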
MC4R ag barr – human MC4R agonism via beta-arrestin; U2OS MC4R beta-arrestin complementation, luminescence; percent of melanotan II response, DMSO zero; activation, % at 8.9 µM; 360,000 tested, 0.98% active;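 active means activation above a per-plate cutoff, the mean activation of sample wells on that plate plus 3 SD, cut at about 8% in these data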
PDI inh – inhibitors of human protein disulfide isomerase. inhibition, % at 10 µM. AID 588391. 350,000 tested, 0.052% active. PDI insulin aggregation turbidity, A650, 90 min. P07237;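 active means mean inhibition across replicates of 30% or more, whatever share of single replicates reach that level; inconclusive means mean inhibition below 30% while every single replicate reaches 30%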;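 further: absorbance from insulin aggregation driven by PDI reduction with DTT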
Cardio protect – protects H9c2 cardiomyocytes from peroxide injury | H2O2 injury protection, ATPLite, 2 h | protection from H2O2 cell death, % at 20 µM | 360,000 tested, 0.63% active;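 active means compounds giving at least 50% protection of heart cells from peroxide-induced death in the single-dose screen, raw or plate-pattern-corrected value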;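 further: 0% = DMSO wells with peroxide and 100% = DMSO wells without peroxide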
CaV13 FRET inh – Primary screen for inhibitors of IQ motif and Ca2+-dependent inactivation inhibitor domain binding in CACNA1D, Förster resonance energy transfer in living cells, … | AID 743397 | inhibition, % at 12.3 µM | 340,000 tested, 0.098% active | HEK cells, CFP/YFP FRET ICDI-IQ, plate reader, 10 min; percent FRET-ratio fall versus neutral wells;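 active means mean replicate inhibition of at least 30% and at least 1% of replicates passing that level; inconclusive means only one of the two criteria is met; inactive means neither criterion is met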;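 further: 0% = median of the neutral control wells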
ABCB6 inh MLPCN – inhibitors of human ABC transporter ABCB6; Q9NP58; 360,000 tested, 0.19% active; AID 602162; K562-ABCB6 porphyrin accumulation, flow cytometry, 1 h; active compounds read low; fluorescence ratio to DMSO, % at 10 µM;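 active means fluorescence ratio to DMSO below 75%, the collection mean minus 3 SD; inconclusive means too few cells collected in the well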;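 further: signal is porphyrin accumulated inside mitochondria; 100% equals median channel fluorescence of DMSO control wells; lower ratio means ABCB6 inhibition with less porphyrin fluorescence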
* marks the source's active call; other numbers are inactive results; ? = inconclusive; . = no result given; & = joins results of further samples.

The first 11 records, ahead of the listing:
SMILES	MC4R antag cAMP	aDG glyco up	Vif imaging	m5-HT2A agonist	Glyco luc inh	MC4R ag barr	PDI inh	Cardio protect	CaV13 FRET inh	ABCB6 inh MLPCN
CCC(C)c1ccc(NC(=O)c2cccnc2)cc1 (centres undefined)	-5	0.0	7	-5	-3	-1.0	-1	-8	-4	96
C[N+](C)(C)CCN1C(=O)CSC1=O	-2	0.1	55*	-2	1	2.5	-1	-5	-5	100
CC[C@]12c3[nH]c4ccc(Cl)cc4c3CCN1C(=O)[C@@H](CC(=O)NCc1ccco1)C[C@@H]2C(=O)N1CCN(C(=O)c2ccco2)CC1	15	-0.3	.	-5	2	-0.3	18	31	-11	106
CC12CCC(=O)N1C(C(=O)Nc1ccccc1N1CCCCC1)CS2 (centres undefined)	-3	-0.1	-4	6	-1	-0.7	1	9	-5	96
COc1ccc(NC(=O)CC2C(=O)NCCN2C(=O)c2ccccc2)cc1 (centres undefined)	5	0.1	-5	7	0	1.3	19	3	-5	94
COc1ccc(-n2c(=S)[nH]c3cc(C(=O)NCc4ccccc4)ccc3c2=O)c(OC)c1	22	-0.1	-13	-6	5	2.1	2	4	-8	95
Cc1c(CN2CCC(n3nccc3NC(=O)C3CCOC3)CC2)[nH]c2ccccc12 (centres undefined)	10	-0.1	-2	-4	1	-2.1	0	1	-3	91
COC(=O)COc1ccc2c(-c3ccc(OC)cc3)cc(=O)oc2c1	-4	-0.1	-9	-9	0	-1.9	3	2	0	101
COc1ccc(C[C@@H]2OC3(C=CC(=O)C=C3)O[C@H]2Cc2ccc(OC)cc2)cc1	60*	-0.5	69*	-5	-20	-2.6	67*	-20	.	94
CCN1CCN(Cc2ccc(NC(=O)c3cc(NC(=O)c4ccno4)cc(OC)c3)cc2C(F)(F)F)CC1	-11&-2	0.1&1.1	-2&-4	-10&1	-4&-4	0.5&0.3	-14&6	-17&-7	-4&-10	94&94
CC1(C)CC(N2CCN(C(c3ccccc3)c3ccccc3)CC2)=CC(=[N+]2CCCCC2)C1	5	0.3	-18	-1	24	3.2	3	-14	-4	87

The listing (from the top)
SMILES	MC4R antag cAMP	aDG glyco up	Vif imaging	m5-HT2A agonist	Glyco luc inh	MC4R ag barr	PDI inh	Cardio protect	CaV13 FRET inh	ABCB6 inh MLPCN
CCC(C)c1ccc(NC(=O)c2cccnc2)cc1 (centres undefined)	-5	0.0	7	-5	-3	-1.0	-1	-8	-4	96
C[N+](C)(C)CCN1C(=O)CSC1=O	-2	0.1	55*	-2	1	2.5	-1	-5	-5	100
CC[C@]12c3[nH]c4ccc(Cl)cc4c3CCN1C(=O)[C@@H](CC(=O)NCc1ccco1)C[C@@H]2C(=O)N1CCN(C(=O)c2ccco2)CC1	15	-0.3	.	-5	2	-0.3	18	31	-11	106
CC12CCC(=O)N1C(C(=O)Nc1ccccc1N1CCCCC1)CS2 (centres undefined)	-3	-0.1	-4	6	-1	-0.7	1	9	-5	96
COc1ccc(NC(=O)CC2C(=O)NCCN2C(=O)c2ccccc2)cc1 (centres undefined)	5	0.1	-5	7	0	1.3	19	3	-5	94
COc1ccc(-n2c(=S)[nH]c3cc(C(=O)NCc4ccccc4)ccc3c2=O)c(OC)c1	22	-0.1	-13	-6	5	2.1	2	4	-8	95
Cc1c(CN2CCC(n3nccc3NC(=O)C3CCOC3)CC2)[nH]c2ccccc12 (centres undefined)	10	-0.1	-2	-4	1	-2.1	0	1	-3	91
COC(=O)COc1ccc2c(-c3ccc(OC)cc3)cc(=O)oc2c1	-4	-0.1	-9	-9	0	-1.9	3	2	0	101
COc1ccc(C[C@@H]2OC3(C=CC(=O)C=C3)O[C@H]2Cc2ccc(OC)cc2)cc1	60*	-0.5	69*	-5	-20	-2.6	67*	-20	.	94
CCN1CCN(Cc2ccc(NC(=O)c3cc(NC(=O)c4ccno4)cc(OC)c3)cc2C(F)(F)F)CC1	-11&-2	0.1&1.1	-2&-4	-10&1	-4&-4	0.5&0.3	-14&6	-17&-7	-4&-10	94&94
CC1(C)CC(N2CCN(C(c3ccccc3)c3ccccc3)CC2)=CC(=[N+]2CCCCC2)C1	5	0.3	-18	-1	24	3.2	3	-14	-4	87
COc1ccc(OCc2nc3c4c(ncn3n2)-c2ccccc2CC42CCCC2)cc1	18	0.5	.	6	-5	-1.8	-2	-2	-6	96
Cc1cc(C)c(S(=O)(=O)N(C)CC(=O)NCc2ccccn2)c(C)c1	1	.	6	0	0	0.1	1	.	-3	98
CCC(C)(C)C(=O)Nc1ccc(OC)cc1[N+](=O)[O-]	2	-0.4	-1	-2	0	-0.8	2	13	-5	96
Cc1cc(C(=O)N2CCN(Cc3ccc4c(c3)OCO4)CC2)on1	2	-0.1	.	1	1	-0.4	-2	8	-6	101
CCN(CC)CCN1C(=O)C(=O)/C(=C(/O)c2ccc(C)cc2)C1c1cccnc1 (centres undefined)	3	0.0	10	-4	2	-0.9	0	-4	-2	101
Cc1c(CCC(=O)N[C@@H](CC(C)C)C(=O)O)c(=O)oc2cc3oc4c(c3cc12)CCCC4	7	0.1	-13	4	0	1.9	38*	7	-19	100
CCn1cc(C(=O)NCCC(C)C)c(=O)c2cc(F)c(N3CCN(C)CC3)cc21	1	0.1	-3	-9	2	-1.3	-5	9	-6	94
Cc1ccc(-c2csc3ncnc(SCC(=O)c4ccc5c(c4)OCCO5)c23)cc1	5	0.1	-8	-8	1	-2.0	7	-2	-8	99
CC(=O)NC(c1ccccc1)c1nc(-c2cncnc2)cs1 (centres undefined)	5	-0.4	-5	-4	-1	-0.4	-7	-4	-4	99
Cc1ccc(SCCC(=O)N2CCOCC2)cc1	10	0.1	4	3	0	0.4	0	2	-8	87
C=CCN=C1SC(C)C(=O)N1S(=O)(=O)c1ccccc1 (centres undefined)	-3	0.1	5	5	1	-0.7	5	1	-4	96
Cc1ccc(N2CC(C(=O)Nc3nc4ccc(S(C)(=O)=O)cc4s3)CC2=O)cc1C (centres undefined)	7	-0.1	-11	0	2	-0.1	2	-3	-5	94
CCCC(C)C(=O)OCC(=O)Nc1c(Br)cc(C)cc1Br (centres undefined)	5	-0.1	-13	0	1	-2.2	1	-3	-3	102
O=C1CC/C=C\C[C@@H](CC(=O)N(CCO)Cc2ccccc2)C(=O)N[C@H](Cc2c[nH]c3ccccc23)CO1	3	0.0	-3	-2	2	-0.4	2	-3	-10	101
CCOC(=O)C1=NOC(CNC(=O)c2ccccc2Cl)C1 (centres undefined)	1	-0.1	4	2	3	-1.5	-3	5	-7	98
O=C(c1ccc([N+](=O)[O-])cc1)N1C=CC(C(F)(F)F)=NCC1	-5	0.3	8	3	0	0.5	-4	1	-7	98
COC(=O)c1ccc(/C=N/NC(=O)CC(=O)NC(C)C)cc1	-5	0.0	1	-2	3	-0.4	3	4	-7	97
O=C(/C=C/c1cccs1)NCc1cccs1	-1	-0.2	-4	-3	0	-0.5	-9	-2	-5	98
CC(C)n1c(N2CCN(C(=O)NCc3ccccc3)CC2)nc2ccccc21	3	0.0	-6	-2	-2	-2.0	1	1	-4	96
CCCNC(=O)C(Cc1ccccc1)NS(=O)(=O)c1ccc2c(c1)CCC(=O)N2 (centres undefined)	-1	0.1	10	12	1	-0.2	-5	-1	?	103
COc1ccc(C(=O)NC(C)C2CC3CCC2C3)c(OC)c1 (centres undefined)	4	0.2	-13	-8	-1	-0.9	5	-5	-3	87
COc1ccc(CNC(=O)CCC(=O)c2ccc(C)cc2)cc1OC	1	-0.1	1	-2	1	-1.2	-5	-4	-2	103
COc1ccccc1CN1CCCC(CNC(=O)c2cccc3ccccc23)C1 (centres undefined)	2	-0.1	-2	-3	-1	-1.7	-7	6	-5	97
CS(=O)(=O)NCc1ccc(C(=O)NCCOc2ccccc2)cc1	5	-0.2	3	1	-5	-0.9	-2	-4	-5	105
COc1ccc(CNC(=O)c2n[nH]c3ccccc23)cc1OC	4	0.0	-6	-3	1	1.4	1	-8	-6	100
NC(=O)c1cc(NC(=O)CCc2nc3ccccc3s2)cc(C(N)=O)c1	14	0.0	-4	6	-2	0.9	6	-1	-2	96
Cc1ccccc1Nc1nnc(SCC(=O)NCc2cccs2)s1	5	0.2	-2	-3	1	0.1	-18	5	-14	102
COc1cc(OC)cc(OC(=O)c2cccc(S(=O)(=O)N3CCN(C)CC3)c2)c1	-4	-0.1	-1	8	0	-0.3	1	-3	-5	98
CC(C)CNS(=O)(=O)c1ccc(CCC(=O)NCC2CCCO2)cc1 (centres undefined)	5	0.3	-4	0	1	-0.8	-5	0	.	107
C=CCOc1c(Br)cc(CNn2cn[nH]c2=S)cc1OC	6	0.0	2	6	1	-4.1	-2	9	-6	94
C=C(C)CSc1nnc(CCCCCNC(=O)OC(C)(C)C)o1	12	0.2	-2	-2	-1	1.1	-5	-1	-11	98
CCc1nnc(NS(=O)(=O)c2ccc(NC(=O)c3cccc4ccccc34)cc2)s1	10	-0.2	3	3	1	-1.7	2	-3	-6	107
CCOc1c(Cl)cc(Cl)cc1CNCCNCCO	11	0.2	20	4	-2	2.1	4	0	.	100
O=S(=O)(c1ccc(OCC2CO2)cc1)c1ccc(OCC2CO2)cc1 (centres undefined)	7	-0.5	.	6	-3	-1.3	16	-10	-7	105
CC(C)c1ccc(C(=O)COC(=O)C(O)c2ccccc2)cc1 (centres undefined)	-1	-0.1	8	2	-1	0.8	0	-2	-10	93
C/C=C\C(=O)Nc1cccc(C2=NOC3(C2)C[C@@H](C(N)=O)N(C(=O)c2ccc(Cl)cc2)C3)c1 (some centres undefined)	1	0.0	-4	10	3	1.3	-1	1	-5	99
CC1(C(=O)O)CCN1C(=O)c1cccc(C(F)(F)F)c1 (centres undefined)	7	-0.2	4	2	2	-1.8	0	4	-7	101
COc1cccc(Oc2nc3ncn(Cc4ccccc4)c3c(=O)n2C)c1	4	0.1	7	2	0	-1.8	-7	-7	-2	96

Full records as entered above. Screens in order: MC4R antag cAMP, aDG glyco up, Vif imaging, m5-HT2A agonist, Glyco luc inh, MC4R ag barr, PDI inh, Cardio protect, CaV13 FRET inh, ABCB6 inh MLPCN
`C/C=C\C(=O)Nc1cccc(C2=NOC3(C2)C[C@@H](C(N)=O)N(C(=O)c2ccc(Cl)cc2)C3)c1` (some centres undefined) in the list: 1, 0.0, -4, 10, 3, 1.3, -1, 1, -5, 99
`CC(C)c1ccc(C(=O)COC(=O)C(O)c2ccccc2)cc1` (centres undefined) in the list: -1, -0.1, 8, 2, -1, 0.8, 0, -2, -10, 93

Compound activity: PubChem BioAssay, several laboratories

Hits appear at their usual frequency. Share with any hit: about 3.6%.
